Bioassay records as filed in PubChem.
sEH activator: increases human soluble epoxide hydrolase activity; P34913; purified human sEH enzymatic activity, activator screen; activation, % at 2 µM; 0.04% of 91,000 active; AID 717; in the data active = activation above about 37%; note: values of inactives mirror those of a sister screen read the other way
Target sequence (P34913 whole entry, looked up): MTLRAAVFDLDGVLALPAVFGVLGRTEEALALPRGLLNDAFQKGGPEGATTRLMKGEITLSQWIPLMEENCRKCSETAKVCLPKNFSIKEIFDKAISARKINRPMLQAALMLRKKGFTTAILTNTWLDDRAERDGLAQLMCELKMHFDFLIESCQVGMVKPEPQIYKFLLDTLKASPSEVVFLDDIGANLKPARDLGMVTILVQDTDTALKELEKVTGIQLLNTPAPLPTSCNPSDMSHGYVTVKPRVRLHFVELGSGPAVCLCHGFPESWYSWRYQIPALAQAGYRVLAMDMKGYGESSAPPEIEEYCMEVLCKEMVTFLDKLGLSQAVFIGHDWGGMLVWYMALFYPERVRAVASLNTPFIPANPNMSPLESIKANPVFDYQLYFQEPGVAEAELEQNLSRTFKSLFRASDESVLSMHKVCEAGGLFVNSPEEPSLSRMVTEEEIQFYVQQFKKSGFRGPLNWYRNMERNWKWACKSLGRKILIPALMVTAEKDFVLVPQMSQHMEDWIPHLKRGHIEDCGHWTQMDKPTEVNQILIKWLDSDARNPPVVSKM
VCAM1 TNFa inh: reduces TNF alpha induced VCAM1 expression in HUVEC; AID 802; 0.48% of 95,000 active; inhibition, % at 2 µM; HUVEC TNFa-induced VCAM-1 immunofluorescence, high-content imaging;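 active = inhibition above the batch mean plus 3 SD, with images confirmed as a hit by eye, cut at about 37% in these data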;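 note: 0% = TNF-stimulated DMSO wells and 100% = unstimulated control wells; not every result past the cut was called active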
TNFa cytotox: HUVEC cytotoxicity counter-screen, TNF alpha stimulated; HUVEC TNFalpha-stimulated, Hoechst cell count, imaging; cell count reduction, % at 2 µM; 0.17% of 93,000 active;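 active = cell count reduction exceeding the screen mean by over 5 SD, scaled to untreated wells per plate, cut at about 78% in these data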;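 note: cells counted after 24 h of TNF alpha exposure following the 1 h pretreatment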
HUVEC tox IL1B: toxic to HUVEC cells under IL-1B stimulation; cell count reduction, % at 2 µM; 0.41% of 94,000 active; HUVEC cell count loss, Hoechst imaging, IL-1B stimulated;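 active = cell count reduction more than 3 SD above the screen-wide mean, cut at about 70% in these data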;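 note: normalized per plate to untreated control cells as the no-loss baseline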
ERb coact inh: ER-beta (human) coactivator binding inhibition. TR-FRET ER-beta LBD / SRC1-Cy5 peptide binding; receptor agonist-loaded with 1 µM estradiol. inhibition, % at 25.6 µM. 1.3% of 86,000 active. AID 633;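 active = compounds whose percent inhibition of the receptor-coactivator binding signal exceeds about 50% in the single-dose screen, limit read from the data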;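 note: 0% = receptor plus peptide wells without compound and 100% = peptide-only wells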
sEH inh: soluble epoxide hydrolase (human) inhibition; recombinant human sEH enzymatic activity assay; inhibition, % at 2 µM; 0.34% of 91,000 active; in the data active = inhibition above about 80%; note: values of inactives mirror those of a sister screen read the other way; many of its hits are not listed in these tables
Calb biofilm kill: kills Candida albicans biofilms | inhibition, % at 6 µM | AID 834 | 0.14% of 85,000 active | C. albicans biofilm + clotrimazole, Alamar Blue;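 active = inhibition above 20%; inactive = inhibition below 20%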;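 note: preformed 24 hr biofilms exposed to compound for 48 hr; 0% = biofilm without compound and 100% = blank killed by clotrimazole plus chlorhexidine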
F-actin modifier: cytoskeleton assembly modification; inhibition, % at 2 µM; HUVEC TNFa F-actin phalloidin imaging, high content; 0.18% of 91,000 active;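 active = inhibition above the batch mean plus 3 SD and confirmed as a hit by visual image inspection, cut at about 30% in these data, passing the limit was not always enough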; note: strong numbers were not always called active
Smad3 inh: Smad3 (human) transcription factor binding inhibition; P84022; TR-FRET Smad3/Dy647-FoxH1 peptide binding, europium anti-His; inhibition, % at 25 µM; 0.29% of 88,000 active; AID 630;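 active = compounds that reduce the energy-transfer binding signal between the protein and its labelled peptide by more than half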;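 note: 0% = Smad3 plus labelled peptide maximal FRET and 100% = peptide-only background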
Target sequence (P84022 whole entry, looked up): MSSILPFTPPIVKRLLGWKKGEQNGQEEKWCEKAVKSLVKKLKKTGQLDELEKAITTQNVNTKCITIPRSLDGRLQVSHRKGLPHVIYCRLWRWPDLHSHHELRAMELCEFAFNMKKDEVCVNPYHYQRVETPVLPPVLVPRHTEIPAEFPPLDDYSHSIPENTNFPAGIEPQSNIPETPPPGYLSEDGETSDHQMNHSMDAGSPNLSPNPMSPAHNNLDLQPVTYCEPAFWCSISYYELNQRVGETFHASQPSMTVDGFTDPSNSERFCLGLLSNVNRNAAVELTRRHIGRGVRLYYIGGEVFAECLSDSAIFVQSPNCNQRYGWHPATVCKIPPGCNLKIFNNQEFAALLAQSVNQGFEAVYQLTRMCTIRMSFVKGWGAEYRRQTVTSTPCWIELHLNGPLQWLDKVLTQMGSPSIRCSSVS
Numbers without * were called inactive; . = no result given; [ ] = another dose, or the depositor's remark.

compound	sEH activator	VCAM1 TNFa inh	TNFa cytotox	HUVEC tox IL1B	ERb coact inh	sEH inh	Calb biofilm kill	F-actin modifier	Smad3 inh
CCOc1cccc(OCCCCN2CCCCC2)c1	5	1	-2	-5	8	-6	4	-28	-5
Cc1ccccc1-c1nc(CN2CCC(C(=O)O)CC2)c(C)o1	2	0	-11	-53	-1	-1	18	-4	0
COc1ccc(/C(C)=N/NC(=O)c2ccc(CSc3cccc4cccnc34)cc2)cc1OC	-13	-9	-4	0	-8	15	3	-21	3
COC(=O)[C@H](C)NC(=O)NC1CCCc2ccccc21 (stereo partly specified)	-43	-2	-28	-2	-8[fluorescence artefact?]	43	6	12	3
CCCc1nnc(NC(=O)CCC(=O)N2CCCCC2CC)s1 (stereo unspecified)	2	-12	-23	-5	-9	-1	6	-16	-3
CC(=O)c1cccc(NC(=O)c2ccc(N(Cc3ccc(C)cc3)S(C)(=O)=O)cc2)c1	5	0	9	-76	6	-6	-2	-5	10
CCOc1ccc(-c2nc(C#N)c(NCc3ccc4c(c3)OCO4)o2)cc1	0	1	0	3	5	0	12	-15	11
COc1ccc(OCCCC(=O)Nc2ccc3c(c2)OCO3)cc1	-42	-11	2	-17	12	42	2	-21	4
Nc1ccc(Nc2ccccc2)c(Cl)c1	13	9	-21	20	.	-13	.	-6	.
CCn1nnnc1SCC(=O)Nc1cccc(NC(C)=O)c1	6	6	16	42	-3	-9	-5	-2	-8
CCc1cc(=O)oc2cc3oc(C)c(C)c3cc12	.	16	2	-20	-20	.	7	-16	2
CC(=O)C1=C(C)Nc2ncnn2C1c1ccc(Cl)cc1 (stereo unspecified)	-9	9	-35	-4	-3	11	.	9	2
O=C(CN(Cc1ccco1)C(=O)c1ccccc1)Nc1ccc(Cl)c(Cl)c1	-23	-10	-18	-16	.	26	.	6	.
CCOc1cc(NC(=O)C2CCCO2)c(OCC)cc1NC(C)=O (stereo unspecified)	8	13	-12	-10	5	-7	6	12	0
CC(=O)Nc1ccccc1NC(=O)C(F)(F)F	19	-1	-19	-4	-7	-18	-3	6	6
O=C(O)CC(Cc1ccccc1)c1ccc2c(c1)OCO2 (stereo unspecified)	12	-22	-42	-19	9	-8	7	-6	-9
Cc1cccc(N2CN=c3s/c(=C\c4ccncc4)c(=O)n3C2)c1	-13	-2	.	6	-10	16	4	-23	-6
COCCCNCCCOc1ccc(Cl)cc1Br	1	-6	-5	-3	.	-1	.	-20	.
C=CCNC(=S)N/N=C(\C)c1ccccn1	-1	30	-58	5	-13	-1	12	.	3
CC1CCCN(C(=O)CSc2nnc(-c3ccc(S(=O)(=O)N4CCOCC4)cc3)n2C)C1 (stereo unspecified)	-9	29	31	-9	-10	7	9	34	10
Cc1noc(C)c1C(=O)NCc1cccs1	10	12	-14	11	-6	-10	5	10	4
CCn1c(COc2ccccc2C)nnc1SCC(=O)N1CCC(C)CC1	-8	-2	-20	-21	12	6	6	19	3
CN1CCN(C(=O)c2ccc3c(=O)n(CCc4ccccc4)c(=S)[nH]c3c2)CC1	-9	6	-30	-18	-6	9	1	-2	5
Oc1ccc(-c2nc3ccccn3c2NCc2ccc3c(c2)OCO3)cc1	5	2	-25	-9	2	-7	1	37	6
O=C(Nc1ccccc1C(=O)NCC1CCCO1)c1ccccc1 (stereo unspecified)	3	0	-12	-4	.	-2	.	13	.
O=C(COc1ccccc1)Nc1ccccc1N1CCN(c2ccc(F)cc2)CC1	-20	-3	-28	27	-14	18	-4	4	10
Cc1cc(C)c2[nH]c(=O)c(CN(Cc3nnnn3C3CCCC3)C3CCCCC3)cc2c1	-6	-2	-12	-157	4	6	4	-5	3
CCOC(=O)c1ccccc1NC(=O)C(C)Oc1ccccc1 (stereo unspecified)	-11	-3	-16	10	-5	11	5	20	5
O=C(CN1CCN(c2ncccn2)CC1)Nc1ccccc1-n1cccc1	.	-2	-10	-14	.	.	.	21	.
O=C(CCSc1nccn1Cc1ccccc1)N1CCOCC1	12	3	12	-43	5	-13	4	-20	9
N/C(=N\c1nc2c(c(=O)[nH]1)CCCC2)Nc1ccccc1Sc1ccccc1	5	9	-18	-67	-11	-6	0	-8	16
COc1ccc(CCn2c(C)ccc2C)cc1OC	5	25	-6	-38	.	-5	.	4	.
O=C(c1ccccc1Sc1cccc2ccccc12)N1CCOCC1	2	-19	-3	-29	-10	-2	8	-10	-1
Cc1ccc(Nc2c3c(nc4ncnn24)CCC3)cc1	5	46	.	15	30[fluorescence artefact?]	-2	7	13	-1
CC(=O)N1CCN(c2ccc(NC(=O)c3cccc(OCc4ccccc4)c3)cc2)CC1	-39	-4	-15	-38	.	39	.	-102	.
CC(C)CC(=O)N1CCN(S(=O)(=O)c2ccc(F)cc2)CC1	-3	-3	36	8	.	6	.	3	.
COc1ccc(-n2c(SCc3nnc(-c4ccccc4)o3)nnc2-c2ccccc2)cc1	10	9	-39	-9	9	-8	8	-6	-3
COc1cccc(OC)c1C(=O)N1CCN=C1SCc1cccnc1	2	8	2	14	1[fluorescence artefact?]	1	-3	-19	15
CCOc1ccc(NC(=O)C(C)Oc2ccccc2C(=O)Nc2ccc(C)c(Cl)c2)cc1 (stereo unspecified)	-4	27	5	40	.	4	.	4	.
CS(=O)(=O)N(Cc1ccccc1)c1ccc(C(=O)NCc2cccnc2)cc1	3	1	8	-14	-2	-2	2	-20	11

Two of the compounds above, with two lines to a compound:
Results follow in this order: sEH activator | VCAM1 TNFa inh | TNFa cytotox | HUVEC tox IL1B | ERb coact inh | sEH inh | Calb biofilm kill | F-actin modifier | Smad3 inh
> CS(=O)(=O)N(Cc1ccccc1)c1ccc(C(=O)NCc2cccnc2)cc1
  3 | 1 | 8 | -14 | -2 | -2 | 2 | -20 | 11
> O=C(Nc1ccccc1C(=O)NCC1CCCO1)c1ccccc1 (stereo unspecified)
  3 | 0 | -12 | -4 | . | -2 | . | 13 | .

Next section:
compound	sEH activator	VCAM1 TNFa inh	TNFa cytotox	HUVEC tox IL1B	ERb coact inh	sEH inh	Calb biofilm kill	F-actin modifier	Smad3 inh
CCOC(=O)c1c(NC(=O)COc2ncnc3sccc23)sc2c1CCC2	12	0	-10	-5	4	-14	9	-5	-3
CCN(CC)CCCNC(=O)c1ccccc1C	0	2	-21	-17	-9	-2	6	-8	3
CC(=O)c1ccc(NC(=O)C2CCCN2S(=O)(=O)c2cccc3cccnc23)cc1 (stereo unspecified)	0	-4	-10	2	-5	-1	2	8	17[fluorescence artefact?]
Cc1ccc(-n2ccnc2SCC(=O)O)c(C)c1	3	2	-20	-21	-8	-1	3	-1	3
CS(=O)(=O)N1CCN(C(=O)c2cc(-c3cccs3)nc3ccccc23)CC1	8	3	1	-7	23[fluorescence artefact?]	-2	-4	-6	-7
CC(C)(C)c1ccc(NC(=O)NCc2ccco2)cc1	-47	-5	-14	-22	-1	47	6	28	3
Cn1cc(SCC(=O)Nc2ccc3c(c2)OCCO3)c2ccccc21	-18	-2	7	-60	4	20	5	-4	7
Cc1ccc(S(=O)(=O)c2c(N)n(CCC(C)C)c3nc4ccccc4nc23)cc1	-4	2	-14	-8	-10	1	5	9	-4
CC(=O)Nc1ccc(SCC(=O)c2cc(C)n(CC(F)(F)F)c2C)cc1	16	-2	-4	-35	.	-15	.	3	.
CC(O)(C#CCN1CCCC1)c1ccccc1 (stereo unspecified)	-7	8	-10	-50	-8	8	2	-7	0
Cc1nc(NCCc2ccccc2F)c(C#N)c(C)c1[N+](=O)[O-]	26	12	-6	-5	.	-30	.	16	.
COc1ccc(NC(=O)CCCCn2c(=O)[nH]c3ccccc3c2=O)cc1	-19	-3	-32	5	-2[fluorescence artefact?]	17	-5	5	1
COc1ccc(NC(=O)N(CCCN2CCOCC2)Cc2cccnc2)c(OC)c1	8	14	-1	10	-2[fluorescence artefact?]	-9	15	-7	-11
COc1ccc(NC(=S)Nc2ccccn2)c(OC)c1	11	-6	-2	49	.	-8	.	-4	.
COC(=O)c1nn2c(C(F)(F)F)cc(-c3ccc(Br)o3)nc2c1Br	7	1	-23	6	5[fluorescence artefact?]	-8	4	-11	16[fluorescence artefact?]
O=C(c1cccs1)N1CCN(C2CCN(Cc3ccccc3)CC2)CC1	2	7	-3	-15	2	-1	8	-8	16
CC1=C(C(=O)OCc2ccccc2)C(c2ccc(N(C)C)cc2)NC(=O)N1 (stereo unspecified)	-4	6	-18	-13	-12	8	4	2	-5
OC1(c2cccc(C(F)(F)F)c2)CCN(c2ncnc3c2[nH]c2ccc(F)cc23)CC1	10	54*	-11	-33	16	-9	0	7	-3
CCSc1c(-c2ccccc2)nc2c(C)cccc2c1C(=O)O	12	-3	-6	10	.	-13	.	-9	.
c1ccc(C2=Nn3c(nnc3-c3cccnc3)SC2)cc1	4	-9	2	-13	0	-4	1	13	-8
COc1ccc(N2CCN(c3nc4c(c(=O)n(C)c(=O)n4C)n3Cc3ccccc3)CC2)cc1	7	-25	2	-5	3	-7	10	-4	3
O=C(CSc1ccc2ccccc2n1)N1CCC(c2noc3ccc(F)cc23)CC1	5	5	-21	-14	19[fluorescence artefact?]	-3	-3	-9	-1
CCCn1c(CCC(=O)Nc2ccccc2Cc2ccccc2)nc2cc(S(=O)(=O)N3CCOCC3)ccc21	5	7	-1	6	0	-2	6	-3	-1
CCCN(CCC)C(=O)CSc1nc2ccccc2c(=O)n1C1CCCC1	-8	-64	-16	-30	-20	10	4	-8	12
O=C(c1ccccc1)c1nn(-c2ccc(Cl)cc2)c(=O)cc1C(F)(F)F	-19	-1	19	2	.	17	.	.	.
COC(=O)CSc1nnc(CNc2ccc(Cl)cc2)n1Cc1ccccc1	-14	5	-28	.	-1	13	3	-18	6
COc1ccc(N2CCN(Cc3cc(=O)oc4ccc(C)cc34)CC2)cc1	7	11	-20	-1	-9	-6	4	-2	14[fluorescence artefact?]
Cn1c(=O)cc(OCCCC(=O)NCCN2CCN(c3ccccc3F)CC2)c2ccccc21	0	16	-23	4	3	1	9	-5	-11
O=C(NC1CCCCC1)C1CCN(S(=O)(=O)N2CCOCC2)CC1	-28	5	-5	30	-21	27	7	-6	-1
COc1ccc(/C=N/NC(=O)c2cccc([N+](=O)[O-])c2)cc1OC(=O)c1ccc(C)cc1	-9	6	-6	.	.	9	.	12	.
CC(=O)c1ccc(N2CCN(S(=O)(=O)c3cccc(S(=O)(=O)N4CCOCC4)c3)CC2)cc1	4	8	-40	-10	11[fluorescence artefact?]	-2	10	11	7[fluorescence artefact?]
COC(=O)c1[nH]c2cc(OC)ccc2c1NC(=O)c1ccc2c(c1)OCO2	.	-26	-25	-13	-5	.	0	28	9
COc1ccccc1NC(=O)CCc1c(C)[nH]c(=O)c(C#N)c1C	4	18	-16	-34	21	-3	5	.	-9
CCCC(c1nnnn1CCc1ccccc1)N1CCC(C(N)=O)CC1 (stereo unspecified)	5	-2	-35	-22	-10	-6	3	5	6
CCOCCOC(=O)c1[nH]c2c(c1C)C(=O)CC(c1ccc(N(C)C)cc1)C2 (stereo unspecified)	5	6	-9	2	.	-5	.	2	.
O=C(CN1CCOCC1)Nc1ccccc1-c1ccccc1	2	-10	1	-27	-1	-1	0	-8	-16
CCOC(=O)N1CCN(c2c(NC3CCN(Cc4ccccc4)CC3)c(=O)c2=O)CC1	.	3	-20	-4	4	.	7	-5	-1
Cn1c(=O)[nH]c(=O)c2c1nc(CN1CCN(c3ccccc3F)CC1)n2CCCc1ccccc1	-7	14	-22	-48	0[fluorescence artefact?]	10	9	-10	-3
COc1cccc(N2CC34C=CC(O3)C(C(=O)O)C4C2=O)c1 (stereo unspecified)	-6	-18	-18	-85	28	5	8	4	5

Not all compounds are listed (hit frequency here may not be typical).
